# MCL1-BIM inh: disrupts human MCL1 binding to BIM-BH3 peptide; GST-MCL1 / FITC-Bim-BH3 fluorescence polarization; inhibition, % at 10.9 µM; AID 2057; 320,000 tested, 0.68% active; Q07820;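 active = inhibition above the mean inhibition of all tested compounds plus 3 SD, set per campaign, cut at about 40% in these data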;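 also: 0% = DMSO wells and 100% = unlabeled Bim-BH3 peptide control; higher means more loss of mP so more displacement of Bim peptide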
# Target sequence (Q07820 whole entry, looked up): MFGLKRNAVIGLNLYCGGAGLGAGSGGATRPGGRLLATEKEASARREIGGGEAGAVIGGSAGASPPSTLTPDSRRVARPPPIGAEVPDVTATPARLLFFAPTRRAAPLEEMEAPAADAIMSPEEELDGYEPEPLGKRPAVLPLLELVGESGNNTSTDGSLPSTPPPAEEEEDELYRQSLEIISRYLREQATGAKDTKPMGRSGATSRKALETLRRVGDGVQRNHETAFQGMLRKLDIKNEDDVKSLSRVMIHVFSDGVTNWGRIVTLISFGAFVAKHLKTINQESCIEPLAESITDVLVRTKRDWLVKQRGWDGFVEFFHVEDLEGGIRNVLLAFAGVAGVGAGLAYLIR
# VLA-4 inh: inhibition in a human VLA-4 binding assay; P13612; VLA-4 expressing cells, ligand binding flow cytometry; inhibition, % (about 7 µM as worked out from the volumes in the protocol); 330,000 tested, 0.2% active; AID 2557; in the data active = inhibition above about 50%
# GRK2 aptamer HTS: blocks RNA aptamer binding to human GRK2; bead flow cytometry, FAM-aptamer displacement from GRK2; inhibition of aptamer binding, % at 10 µM; 330,000 tested, 0.59% active;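 active = inhibition of aptamer binding above 40%, roughly 3 SD of noise, on plates passing a quality check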;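 also: median bead fluorescence of bound FAM aptamer so fluorescent compounds give negative values; no value below 0 was filed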
# CIT2-GFP yeast: alters CIT2-GFP fluorescence in TOR pathway yeast screen. GFP response vs DMSO, % at 10 µM. 320,000 tested, 0.065% active. S. cerevisiae CIT2-GFP strain, flow cytometry, 3 h; 100 means same as DMSO wells;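 active = GFP response relative to DMSO above a set limit, near the screen mean plus 3 SD, cut at about 150% in these data; inconclusive = Fewer than 70 cells measured for a yeast strain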;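 also: ratio of well median GFP fluorescence to mean of DMSO wells on the plate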
# Bcl-xL primary: blocks human Bcl-xL binding to Bim BH3 peptide; inhibition, % at 10.9 µM; GST-Bcl-xL / FITC-Bim BH3 peptide fluorescence polarization; 320,000 tested, 0.7% active; AID 2129;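 active = inhibition above the mean of all tested compounds plus 3 SD, cutoff set per campaign, cut at about 30% in these data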;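 also: 0% = DMSO wells and 100% = unlabeled Bim-BH3 peptide competitor; inhibitors lower millipolarization by displacing the labeled peptide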
# Target sequence (Q07817 whole entry, looked up): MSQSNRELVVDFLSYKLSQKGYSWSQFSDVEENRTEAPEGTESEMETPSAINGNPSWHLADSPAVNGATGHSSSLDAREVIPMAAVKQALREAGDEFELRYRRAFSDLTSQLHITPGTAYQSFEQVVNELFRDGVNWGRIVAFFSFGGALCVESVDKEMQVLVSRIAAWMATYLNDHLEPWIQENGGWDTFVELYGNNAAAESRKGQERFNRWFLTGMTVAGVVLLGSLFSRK
# Fam108B inh: Fam108B inhibition, counter-screen for RBBP9 inhibitors. inhibition, % at 9.51 µM. AID 1947. recombinant Fam108B, FP-Rh probe fluorescence polarization. 300,000 tested, 0.33% active;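 active = inhibition above the screen mean inhibition plus 3 SD, computed separately per campaign, cut at about 18% in these data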;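 also: inhibitors lower polarization as less probe binds the enzyme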
# AGP1 TOR yeast: modulators of TOR pathway AGP1-GFP in S. cerevisiae; GFP response vs DMSO, % at 10 µM; 320,000 tested, 0.02% active; S. cerevisiae AGP1-GFP multiplex flow cytometry, 3 h; GFP as percent of DMSO wells;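 active = GFP response relative to DMSO above a set limit, near screen average plus 3 SD, cut at about 150% in these data; inconclusive = fewer than 70 cells counted for the yeast strain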;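 also: median GFP channel fluorescence of the gated AGP1 strain per well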
# MEX-5 binding: C. elegans MEX-5 TCR-2 RNA binding activity | Q9XUB2 | MEX-5/FITC-TCR2 RNA binding, fluorescence polarization; active compounds read low | activity score (negative = inhibition of binding), % at 10 µM | 300,000 tested, 0.38% active;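 active = inhibition past about -25% in most replicates, and total fluorescence under double the plate's negative control median, limit read from the data; inconclusive = replicates evenly split on the limit, or fluorescence at least double controls; inactive = too little inhibition in most replicates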;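 also: 0% = DMSO and -100% = 5 µM competing unlabeled TCR2 RNA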
# GLD-1 RNA inh: GLD-1-TGE RNA interaction inhibition (C. elegans); Q17339; purified GLD-1 + fluorescein TGE RNA, fluorescence polarization; inhibition, % at 5.96 µM; 320,000 tested, 0.44% active; AID 2280;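 active = percent inhibition above a per-plate cutoff, the plate mean of test compounds plus 3 SD, cut at about 30% in these data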;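 also: 0% = DMSO wells with GLD-1 and probe and 100% = wells lacking GLD-1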
# Target sequence (Q17339 whole entry, looked up): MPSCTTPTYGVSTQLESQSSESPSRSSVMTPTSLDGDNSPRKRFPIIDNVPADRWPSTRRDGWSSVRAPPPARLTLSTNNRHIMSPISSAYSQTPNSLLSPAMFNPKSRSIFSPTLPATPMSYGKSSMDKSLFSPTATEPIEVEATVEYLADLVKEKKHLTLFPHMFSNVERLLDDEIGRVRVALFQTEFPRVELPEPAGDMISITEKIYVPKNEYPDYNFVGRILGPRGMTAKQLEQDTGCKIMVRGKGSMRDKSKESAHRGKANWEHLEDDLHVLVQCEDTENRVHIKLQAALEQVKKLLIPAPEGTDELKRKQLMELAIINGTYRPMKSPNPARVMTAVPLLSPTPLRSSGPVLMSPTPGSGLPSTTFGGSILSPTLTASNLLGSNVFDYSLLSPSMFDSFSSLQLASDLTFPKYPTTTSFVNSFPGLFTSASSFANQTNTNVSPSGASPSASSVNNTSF
# * marks the source's active call; other numbers are inactive results; ? = inconclusive; · = no result given; [ ] = remark or other dose.
SMILES,MCL1-BIM inh,VLA-4 inh,GRK2 aptamer HTS,CIT2-GFP yeast,Bcl-xL primary,Fam108B inh,AGP1 TOR yeast,MEX-5 binding,GLD-1 RNA inh
CC(Oc1ccc(Cl)cc1Cl)C(=O)NCc1ccncc1 (stereo unspecified),6,-2,0,103,3,-1,101,-4.4,-11
O=C(COC(=O)c1ccc(Cl)nc1)Nc1ccc2c(c1)OCCO2,1,0,0,97,2,·,100,·,1
COc1cc(S(=O)(=O)N2CCN(C)CC2)c(OC)cc1Cl,-6,26,1,95,-3,0,96,0.8,-6
Cc1ccnc(NS(=O)(=O)c2cnc(Cl)c(Br)c2)c1,-1,11,0,93,2,0,98,0.2,3
Cc1ccc(OCC(=O)NC2CCCC(C)C2C)c([N+](=O)[O-])n1 (stereo unspecified),-8,-21,0,89,1,·,95,·,3
Cn1ncc([N+](=O)[O-])c1C(=O)Nc1cccc2ccccc12,2,8,0,95,3,-4,93,2.2,4
CCN(CC)CCN(Cc1cc2ccc(C)cc2[nH]c1=O)C(=O)NC1CCCCC1,5,5,1,94,4,-1,97,-1.9,4
Cc1cccc(NC(=O)Cn2c(=O)n3nc(CCn4nc(C)cc4C)nc3c3ccccc32)c1,-3,-3,0,107,0,-4,96,0.6,-2
CCOC(=O)c1cc(-c2ccccc2)sc1NC(=O)CCN1C(=O)c2ccccc2C1=O,11,-8,0,101,7,1,98,1.3,-4
O=C1C=C(c2ccc3cc[nH]c3c2)C[C@@H](c2ccc3c(c2)OCO3)C1,10,-1,14,88,7,·,92,·,6
CC(NCC(O)COc1ccc(S(=O)(=O)N2CCOCC2)cc1)c1ccccc1 (stereo unspecified),2,3,4,81,-6,-1,94,0.3,0
Cc1ccnc(NC(=O)c2cccc(S(=O)(=O)Nc3ccc(C)cc3C)c2)c1,·,1,2,109,·,·,106,·,8
CC(C)c1csc(CN2CCN(CCc3ccccc3)C(CCO)C2)n1 (stereo unspecified),3,-8,0,97,1,0,99,-0.3,-4
CC(=O)c1cccc(NC(=O)NCc2ccc3c(c2)OCO3)c1,-3,-9,0,108,3,0,97,-0.3,-1
CCC(=O)N=c1sc2cc(F)cc(F)c2n1C,-2,13,1,93,1,0,94,-0.1,-6
O=S(=O)(NCc1ccco1)c1ccc2c(c1)Cc1ccccc1-2,7,4,0,86,5,-2,92,-1.4,5
O=C1CCc2cc(S(=O)(=O)NC(Cc3ccccc3)C(=O)NC3CCCCC3)ccc2N1 (stereo unspecified),5,36,2,93,3,1,97,1.3,-4
CCOC(=O)C(=CNNc1c(C)csc1C(=O)OC)C(=O)OCC,8,2,1,86,3,1,93,-0.3,4
Cc1[nH]nc2c1C(c1ccccc1)C1=C(CC(C)(C)CC1=O)N2 (stereo unspecified),-4,7,19,95,1,3,105,-9.9,-1
COc1ccc(NC(=O)Nc2ccc(O)c3ccccc23)cc1,15,-6,4,?,28,11,19[may fluoresce violet],1.6,-5
CSc1nc2cc3c(cc2n1C(=O)c1ccc(C)cc1)OCCO3,5,2,4,103,8,0,105,-0.3,1
CCOC(=O)c1nnn(CC(=O)N2N=C(c3cccc4ccccc34)CC2c2ccccc2)c1C(=O)OCC (stereo unspecified),0,13,2,98,2,-7,101,2.0,5
COc1ccc(C(=O)NCC(=O)NCC(=O)OCC(=O)C(C)(C)C)cc1,4,4,0,94,2,5,95,-1.0,-3
CCOC(=O)c1sc(CS(=O)(=O)c2ccc(Cl)cc2)nc1C,-8,-5,0,95,-2,-1,106,0.6,-2
CC(C)Cn1c(-c2cccc(S(=O)(=O)N3CCOCC3)c2)n[nH]c1=S,·,16,0,98,·,·,103,·,3

# Of the compounds above, 2 have two or more sulfur atoms.
SMILES,MCL1-BIM inh,VLA-4 inh,GRK2 aptamer HTS,CIT2-GFP yeast,Bcl-xL primary,Fam108B inh,AGP1 TOR yeast,MEX-5 binding,GLD-1 RNA inh
CCOC(=O)c1sc(CS(=O)(=O)c2ccc(Cl)cc2)nc1C,-8,-5,0,95,-2,-1,106,0.6,-2
CC(C)Cn1c(-c2cccc(S(=O)(=O)N3CCOCC3)c2)n[nH]c1=S,·,16,0,98,·,·,103,·,3

# Continued.
SMILES,MCL1-BIM inh,VLA-4 inh,GRK2 aptamer HTS,CIT2-GFP yeast,Bcl-xL primary,Fam108B inh,AGP1 TOR yeast,MEX-5 binding,GLD-1 RNA inh
C=CCNC(=S)NCC=C,2,15,0,99,-4,-5,100,-1.2,0
COc1ccccc1CNC(=O)C(NS(=O)(=O)c1ccc2c(c1)oc(=O)n2C)C(C)C (stereo unspecified),1,32,0,111,0,5,107,0.2,-3
CC(C)=CC1C(C(=O)NCCc2ccccc2)C1(C)C (stereo unspecified),-3,0,0,96,-3,1,99,-1.1,0
CCOC(=O)c1c(C)n(C)c2cc(-c3ccc(C)cc3)c(O)cc12,-1,9,0,100,5,-2,97,-2.2,1
Cc1nc(-c2nc(C(=O)NNS(C)(=O)=O)cs2)cs1,6,6,0,95,2,3,101,-4.3,3
CCOc1ccc(NC(=O)CS(=O)CC(=O)Nc2cccnc2)cc1 (stereo unspecified),3,7,0,109,7,2,102,1.2,5
CC(C)CC1COC(=O)N1 (stereo unspecified),0,-10,1,97,0,2,101,0.9,7
CC(=O)OCc1cc(-c2nc3ccccc3[nH]c2=O)nn1-c1ccc(Cl)cc1,10,7,1,107,6,-5,100,-1.7,3
CCCS(=O)(=O)N1CCC(C(=O)NCCCN2CCCC2=O)CC1,-7,7,0,111,-1,1,105,·,-3
O=[N+]([O-])c1ccc2ccn(C3OCC(O)C(O)C3O)c2c1 (stereo unspecified),2,5,0,107,1,0,103,·,2
COC(=O)C1=C(C)N(c2ccc(OC)cc2)C(=O)/C1=C\c1cccs1,13,4,0,100,5,-3,96,-4.9,-4
Cc1cc(C)c(S(=O)(=O)Cc2ccccc2)c(OC(C)C)n1,-7,-60,0,110,-1,-4,102,0.4,-1
CC(C)(C)NC(=O)NC(=O)COC(=O)c1cccc(OC(F)F)c1,5,-2,2,102,1,-2,113,-4.0,4
CCc1ccc(NC(=O)c2cc(S(=O)(=O)N3CCCC3)c[nH]2)cc1,0,9,0,102,6,-1,104,-2.6,12
Cc1ccc(NC(=O)c2cccc(S(=O)(=O)N3CCN(c4ccccc4)CC3)c2)nc1,9,-3,100*,106,6,-5,113,-1.0,-2
Cc1ccc(S(=O)(=O)N(C)C)cc1NC(=O)CSc1ncc(C(F)(F)F)cc1Cl,-27,1,0,114,2,1,94,-1.4,-4
CC(=O)CSc1ncnc2sc3c(c12)CCC3,4,-3,2,89,-4,-3,99,2.3,0
Cc1ccc(S(=O)(=O)CCC(=O)Nc2cc(Cl)ccc2-n2cncn2)cc1,3,1,3,107,5,4,114,0.3,5
Cc1nnc(SCCn2c(N3CCCCC3)nc3c2c(=O)n(C)c(=O)n3C)s1,8,8,0,99,4,5,99,1.0,-2
Cc1cccc(/C=N/NC(=O)c2ccncc2)n1,2,14,0,105,-2,-3,99,-3.3,5
CC1(C)CC(=O)C2=C(C1)OC(N)=C(C#N)[C@@]21C(=O)N(CC(N)=O)c2ccccc21,4,-10,0,94,4,3,107,-1.7,6
CCC1Nc2ncnc(N3CCN(c4ccccn4)CC3)c2N(Cc2ccc(Br)cc2)C1=O (stereo unspecified),·,-8,2,107,·,·,113,·,5
C/C(=N\NC(=O)Cn1ccc(C(F)(F)F)n1)c1ccc(N2CCOCC2)cc1,4,5,1,101,2,0,103,-3.2,-1
COc1ccc([N+](=O)[O-])cc1NC(=O)CSc1ncccn1,-5,3,1,·,5,2,100,0.0,0
COc1ccccc1Sc1ccccc1/C=N/NC(N)=O,6,1,1,102,9,0,102,-0.4,6

# GRK2 aptamer HTS: what is marked active above
compound | MCL1-BIM inh | VLA-4 inh | GRK2 aptamer HTS | CIT2-GFP yeast | Bcl-xL primary | AGP1 TOR yeast | MEX-5 binding | GLD-1 RNA inh
Cc1ccc(NC(=O)c2cccc(S(=O)(=O)N3CCN(c4ccccc4)CC3)c2)nc1 | 9 | -3 | 100* | 106 | 6 | 113 | -1.0 | -2

# (more compounds)
SMILES,MCL1-BIM inh,VLA-4 inh,GRK2 aptamer HTS,CIT2-GFP yeast,Bcl-xL primary,Fam108B inh,AGP1 TOR yeast,MEX-5 binding,GLD-1 RNA inh
O=C(CN1CCN(S(=O)(=O)c2ccc(F)cc2)CC1)Nc1ccccc1F,0,25,12,86,5,2,97,1.1,2
O=C(NCC1CCC(C(=O)O)CC1)OCc1ccccc1 (stereo unspecified),-2,8,1,99,4,0,93,-1.3,-3
Cc1ccc(-n2c(=O)[nH]cc(C(=O)Nc3ccc4c(c3)OCCO4)c2=O)cc1,-5,1,0,112,-2,0,107,1.0,-2
OCc1cn(-c2ccccc2)nc1-c1ccco1,-12,27,1,95,-4,-1,97,1.5,-3
COc1cccc(CC2(CO)CCCN(C(=O)c3cc[n+]([O-])cc3)C2)c1 (stereo unspecified),2,3,0,98,4,-1,97,2.2,8
COc1ccc(CN2CCC(n3nccc3NC(=O)c3ccc4c(c3)OCO4)CC2)cc1C,6,-6,0,96,5,3,92,·,8
O=C(Nc1ccccn1)c1ccc(Cl)c(S(=O)(=O)N2CCCCCC2)c1,5,-6,1,91,1,2,103,-0.8,-8
C#CCOC(=O)c1ccccc1C(=O)O,-2,6,1,86,-1,-3,90,-2.2,6
Cc1ccc2cc(CCNC(=O)c3cccc([N+](=O)[O-])c3)c(=O)[nH]c2c1C,0,0,0,117,6,-2,111,1.2,3
COc1ccc(S(=O)(=O)N2CCCOC2CNC(=O)C(=O)NCc2ccco2)cc1 (stereo unspecified),-1,32,9,101,1,5,96,-0.1,4
COc1ccc(-n2nc(C(=O)NCC(=O)NC(C)C)c3ccccc3c2=O)cc1OC,-2,24,5,110,4,-4,103,-1.2,-9
CC(=O)c1sc(NC(=O)CS(=O)(=O)c2ccc(F)cc2)nc1C,-1,10,0,93,3,-2,93,-3.3,-1

# One compound at a time (already shown):
# CCOC(=O)c1c(C)n(C)c2cc(-c3ccc(C)cc3)c(O)cc12 across the screens: MCL1-BIM inh = -1; VLA-4 inh = 9; GRK2 aptamer HTS = 0; CIT2-GFP yeast = 100; Bcl-xL primary = 5; Fam108B inh = -2; AGP1 TOR yeast = 97; MEX-5 binding = -2.2; GLD-1 RNA inh = 1
# C#CCOC(=O)c1ccccc1C(=O)O across the screens: MCL1-BIM inh = -2; VLA-4 inh = 6; GRK2 aptamer HTS = 1; CIT2-GFP yeast = 86; Bcl-xL primary = -1; Fam108B inh = -3; AGP1 TOR yeast = 90; MEX-5 binding = -2.2; GLD-1 RNA inh = 6
# CCC(=O)N=c1sc2cc(F)cc(F)c2n1C across the screens: MCL1-BIM inh = -2; VLA-4 inh = 13; GRK2 aptamer HTS = 1; CIT2-GFP yeast = 93; Bcl-xL primary = 1; Fam108B inh = 0; AGP1 TOR yeast = 94; MEX-5 binding = -0.1; GLD-1 RNA inh = -6

# Screening results from PubChem BioAssay.

# Outcome played no part in choosing rows; any-hit rate near 2.2%.
